Lipid storage S3 = qHTS Assay for Lipid Storage Modulators in Drosophila S3 Cells; AID 2685; hit rate 0.64% among 320,000; lipid storage change, negative = inhibition, % at the top dose, mostly 46.1 µM; hits show Potency in µM; Drosophila S3 cells, BODIPY lipid droplet fluorescence, 18-24 h; cells fed with added oleic acid; active = well fitted inhibition curve with a large enough effect in the signal ratio, with a control signal flat, not every such curve was filed as active; inconclusive = small, poorly fitted or top-dose-only effect, or effect the other way, or a change in a side signal; the % refers to the signal ratio
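Laser-scanning cytometry quantifies lipid droplet accumulation (500–530 nm total intensity; droplet/cell object ratio) in oleic acid-fed (400 uM added) Drosophila S3 cells treated with a concentration series. 20 uM Triacsin C defined 100% inhibition.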
Lipid storage S3 cell count max = further read-out of Lipid storage S3, marked with its call; cell number change, %; measured here: cell count max response;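 cells counted by Cell Tracker Red CMTPX staining in the red channel; peak over a dose series mostly up to 46.1 µM; percent activity relative to internal control wells on each plate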
* = called active by the depositor; i = inactive; ? = inconclusive; . = not tested or not shown. % is set by controls: 0 for no effect and ±100 for the full control effect; potency is the fitted concentration of half-maximal effect. Not all compounds are listed; rates above refer to the full screens.

| Lipid storage S3 | Lipid storage S3 cell count max | molecule |
| --- | --- | --- |
| 8% | 12 | CC(NC(=O)C1CCCCC1)C(c1cccs1)N1CCOCC1 (stereo not given) |
| 8% | 13 | S=c1[nH]nc(-c2n[nH]c3c2CCC3)n1/N=C/C=C/c1ccccc1 |
| ? | . | Cc1ccc(S(=O)(=O)c2nc(S(=O)(=O)c3ccc(C)cc3)c(N3CCN(CCO)CC3)s2)cc1 |
| 12% | 14 | COC(=O)c1sc(N(C)C)c(C#N)c1-c1ccccc1 |
| 16µM* | -2.3* | Cc1cc(C)cc(NC(=O)CN2CCN(c3ccccn3)CC2)c1 |
| ? | . | COc1ccc(F)cc1C(=O)C1CCCN(C(=O)C2=C(C)OCCO2)C1 (stereo not given) |
| -4% | 8 | CC(/C=N/N1CCN(c2ccccc2)CC1)=C\c1ccco1 |
| ? | . | CCN=c1sc(C(=O)NCCc2ccccc2)cc(=O)n1CC |
| i | -7 | Cc1ccc(CC(=O)Nc2ccc(Cl)cn2)cc1 |
| ? | . | Cn1ccc(C(=O)Nc2sc3c(c2C#N)CCC3)n1 |
| -12% | -5 | C#CCOCCOCCOCCNc1nc(N2CCOCC2)nc(N2CCN(C(=O)[C@H]([C@@H](C)CC)n3cc([C@@H](N)CC(C)C)nn3)CC2)n1 |
| 2% | . | Cc1ccc(S(=O)(=O)/N=C(/c2ccccc2)N(C)c2ccc(O)cc2)cc1 |
| ? | . | Cc1[nH]cc(Br)c(=O)c1Oc1ncc(C(F)(F)F)cc1Cl |
| 7% | 0 | COc1cccc(OCCn2ccnc2)c1 |
| ? | . | O=[N+]([O-])c1cccc(/C=N/n2c(-c3cccnc3)n[nH]c2=S)c1 |
| 12% | 1 | O=C(Nc1nccs1)c1cc2cc(Cl)ccc2oc1=O |
| ? | . | CCC(=O)N1CCc2cc(S(=O)(=O)CCC(=O)N(C)c3ccc(OC)cc3)ccc21 |
| ? | . | CC(=O)c1ccc(NS(=O)(=O)c2ccc3ccccc3c2)cc1 |
| ? | . | COc1ccc(Br)cc1/C=N/NC(=O)c1nc(-c2ccccc2)n2c1CCCCC2 |
| ? | . | O=C(NCCN1C(=O)S/C(=C\c2cccnc2)C1=O)c1cc(S(=O)(=O)N2CCOCC2)ccc1F |
| 9% | 6 | CC1(C)C(=O)Nc2ccccc2N1C(=O)COC(=O)Cn1cnc2ccccc2c1=O |
| ? | . | O=C(NCCCCNC(=O)c1cccnc1Cl)c1cccnc1Cl |
| -29% | -22 | O=[N+]([O-])c1cccc(S(=O)(=O)N/N=C\c2ccc3c(c2)OCO3)c1 |
| ? | . | CC(C)C(=O)Nc1ccc(Nc2ccccc2)cc1 |
| ? | . | CCOC(=O)C1=NN(c2ccccc2)C2=NC(C)=C(C(=O)OC)C(c3ccc(C)cc3)N12 (stereo not given) |
| 8.2µM* | . | COc1ccc(/C=C(\C#N)c2nc3ccc(C)cc3[nH]2)cc1Oc1ccc(C(F)(F)F)cc1[N+](=O)[O-] |
| ? | . | O=C(CN1CCC(Cc2ccccc2)CC1)NC(=O)NC1CCCCC1 |
| ? | . | CN(C)c1ccc(C2=NOC(CN3C(=O)c4ccccc4S3(=O)=O)C2)cc1 (stereo not given) |
| ? | . | O=C(NNC(=O)C1CCCCC1)c1ccc(Br)cc1 |
| -4% | 19 | CSc1nsc(SC)c1C(=O)Nc1ccc(Cl)cc1 |
| -4% | . | O=C(NC(=S)Nc1ncc(Br)cc1Br)c1ccccc1 |
| 9% | -1 | O=C(/C=C/c1cccs1)c1ccc([N+](=O)[O-])cc1 |
| ? | . | CC(C)(C)c1cc(NCCCn2ccnc2)n2ncc(-c3ccc(Cl)cc3)c2n1 |
| ? | . | COC(=O)c1ccccc1NC(=S)N(Cc1ccc2c(c1)OCO2)Cc1cc2ccc(OC)cc2[nH]c1=O |
| i | . | O=C1CC(NCc2ccc3c(c2)OCO3)C(=O)N1CCc1ccccc1 (stereo not given) |
| ? | . | O=C(Oc1ccc(-c2cnc3ccccc3n2)cc1)c1ccc(Cl)c([N+](=O)[O-])c1 |
| ? | . | O=C1CC(c2ccccc2)Sc2nc3ccccc3n21 (stereo not given) |
| -6% | 6 | CCCCOc1ccc(/C=c2\sc3ncnn3c2=O)cc1 |
| -11% | -23 | Cc1ccc(C(=O)Nc2nnc(NC(=S)Nc3ccccc3)s2)cc1 |
| ? | . | O=C(CN1CCN(S(=O)(=O)c2ccc(Br)cc2)CC1)N/N=C/c1ccco1 |
| 6% | 6 | CC(CN1CCCC1)OC(=O)c1ccc(F)cc1 (stereo not given) |
| ? | . | C=CCc1c(OC)ccc2c1c(S(=O)(=O)c1ccc(C)cc1)cn2COC |
| ? | . | CCC(c1nnc(SCC(=O)Nc2ccc(NC(C)=O)cc2)n1Cc1ccccc1)N(C)C (stereo not given) |
| i | . | O=C(O)C1C2C=CC(C2)C1C(=O)NC(c1ccccc1)c1ccccc1 (stereo not given) |
| -1% | . | COc1ccc(CCNS(=O)(=O)c2ccc(OC)cc2)cc1 |
| 4% | 0 | Cc1c(NC(=O)c2cnn3cccnc23)c(=O)n(-c2ccccc2)n1C |
| ? | . | CCCCCCc1ccc(N2C[C@H](Cc3ccccc3)[C@@H](CC(=O)Nc3ccccc3)C2=O)cc1 |
| ? | . | CCN(CC)C(=O)CSc1nc2ncccc2[nH]1 |
| ? | . | COc1ccccc1-c1c(C(F)(F)F)oc2cc(OC(=O)c3ccc([N+](=O)[O-])cc3)ccc2c1=O |
| ? | . | CC(=O)Nc1ccc(NC(=O)c2oc3cc(C)c(C)cc3c2C)cc1 |
| -2% | 3 | CC(C)C(=O)Nc1ccc2c(c1)nc(CCN1CCN(c3ccccc3)CC1)n2C |
| ? | . | Cn1ncc(Cl)c1C(=O)NC1C2CC3CC(C2)CC1C3 (stereo not given) |
| ? | . | Cc1cc2n(n1)C(c1ccsc1)Nc1ccccc1-2 (stereo not given) |
| ? | . | COc1ccc(/C=C(/C#N)C(=O)Nc2cccc(C)c2C)cc1C(=O)O |
| ? | . | Cc1nnc(NCCN2CCOCC2)[nH]c1=O |
| ? | . | COCc1c(C#N)c(NCCc2ccc(F)cc2)nc(C)c1[N+](=O)[O-] |
| ? | . | CN(C)c1ccc(N=Nc2cccc3ccoc23)cc1 |
| 6% | 18 | O=C(Nc1ccccc1[N+](=O)[O-])c1cncc(Br)c1 |
| 30% | -1 | C=CCNC(=O)C1(S(=O)(=O)c2ccccc2)CC=CC1 |
| ? | . | O=C(c1snnc1-c1ccccc1)N1CCOCC1 |

Overlap with the part before: 4 entries, followed by the next part.
| Lipid storage S3 | Lipid storage S3 cell count max | molecule |
| --- | --- | --- |
| ? | . | CN(C)c1ccc(N=Nc2cccc3ccoc23)cc1 |
| 6% | 18 | O=C(Nc1ccccc1[N+](=O)[O-])c1cncc(Br)c1 |
| 30% | -1 | C=CCNC(=O)C1(S(=O)(=O)c2ccccc2)CC=CC1 |
| ? | . | O=C(c1snnc1-c1ccccc1)N1CCOCC1 |
| ? | . | Cc1ccc2oc(C(=O)NCc3ccc4c(c3)OCO4)c(C)c2c1 |
| i | 2 | O=c1c(-c2ccccc2)coc2c(CN3CCCCC3)c(O)ccc12 |
| ? | . | Cc1ccc2nc3c(c(Nc4cccc(O)c4)c2c1)CCC3 |
| ? | . | COc1ccc(S(=O)(=O)N(C)CC(=O)Nc2ccccc2OC)cc1C |
| ? | . | COc1ccc(Nc2oc(-c3ccco3)nc2S(=O)(=O)c2ccc(F)cc2)cc1 |
| 31% | -16 | COc1ccccc1NC(=O)CSc1nnc(-c2ccoc2C)n1C |
| ? | . | COCc1cc(=O)[nH]c(Nc2nc3ccccc3o2)n1 |
| ? | . | COc1ccc(NC(=O)/C(C#N)=C/c2c(C)nn(-c3ccc(F)cc3)c2Cl)cc1Cl |
| ? | . | CCC(=O)N1CCN(c2nc3ccccc3s2)CC1 |
| ? | . | CCN(CC)C(=O)C1CCN(S(=O)(=O)c2ccc3oc4ccccc4c3c2)CC1 |
| i | . | O=C(Nc1nc(-c2ccncc2)cs1)c1ccc(F)cc1 |
| ? | . | COc1ccc(Br)cc1/C=C/c1ccc2cccc(O)c2n1 |
| -8% | -7 | COc1nc(Oc2ccc(C(=O)O)cc2)nc(Oc2ccc(C(=O)O)cc2)n1 |
| ? | . | C[C@@]12C(=O)Nc3ccc(Br)cc3C(=O)N1[C@H]1c3cc(Br)ccc3OC[C@@H]1[C@@H]2c1ccccc1 |
| i | . | CCOC(=O)CC1COCCN1Cc1cn[nH]c1-c1ccc2c(c1)OCO2 (stereo not given) |
| 0% | -1 | CCCC(C)NC(=O)COc1ccc(Sc2ccc(OCC(=O)NC(C)CCC)cc2)cc1 (stereo not given) |
| i | 1 | O=C1C=C(c2ccc(-c3ccccc3)c(F)c2)C[C@@H](c2ccc3c(c2)OCO3)C1 |
| ? | . | CCOC(=O)c1ccc(S(=O)(=O)N2CCN(CCC#N)CC2)cc1 |
| ? | . | O=C(CNC(=O)c1ccccc1F)NNC(=O)c1ccccc1O |
| ? | . | Cc1ccc(OCC(=O)N/N=C/c2ccc([N+](=O)[O-])o2)cc1 |

Sorted by the number under Lipid storage S3 (smallest number first): six from the list above
smiles	Lipid storage S3	Lipid storage S3 cell count max
O=[N+]([O-])c1cccc(S(=O)(=O)N/N=C\c2ccc3c(c2)OCO3)c1	-29%	-22
CSc1nsc(SC)c1C(=O)Nc1ccc(Cl)cc1	-4%	19
CCCC(C)NC(=O)COc1ccc(Sc2ccc(OCC(=O)NC(C)CCC)cc2)cc1 (stereo not given)	0%	-1
O=C(Nc1ccccc1[N+](=O)[O-])c1cncc(Br)c1	6%	18
CC1(C)C(=O)Nc2ccccc2N1C(=O)COC(=O)Cn1cnc2ccccc2c1=O	9%	6
O=C(Nc1nccs1)c1cc2cc(Cl)ccc2oc1=O	12%	1

Next part
| Lipid storage S3 | Lipid storage S3 cell count max | molecule |
| --- | --- | --- |
| 6% | 7 | CCOC(=O)CNC(=O)CSc1nnc(-c2ccco2)n1N |
| ? | . | CCc1ccc(OCC(=O)N(Cc2ccccc2)C2CCS(=O)(=O)C2)cc1 (stereo not given) |
| 5.8µM* | -28* | Cc1c(C)c2ccc(OC(C)C(=O)N3CC[C@@]4(O)CCCC[C@H]4C3)c(C)c2oc1=O (stereo not given in full) |
| ? | . | O=C(c1cc(Cl)ccc1[N+](=O)[O-])N1CCc2ccccc2C1 |
| 9% | 1 | CCOc1nc2c(c(-c3cccs3)c1C#N)Cc1ccccc1-2 |
| 4% | 8 | CC(C)(C)C1CCC(OC(=O)C[N+]2(C)CCCC2)CC1 (stereo not given) |
| 17% | . | O=C(NCc1cccnc1)C1CCC(CNS(=O)(=O)c2cccc3nsnc23)CC1 (stereo not given) |
| 4% | 16 | COc1ccc(OCC(O)CNC(=O)Nc2ccccc2)cc1 (stereo not given) |
| 3% | 13 | Cn1c(C(=O)NCCCN2CCN(c3ccccc3F)CC2)cc2c(=O)n(C)c3ccccc3c21 |
| ? | . | O=C(c1ccccc1)N1CCN(C(=O)c2cccnc2)CC1 |
| i | -8 | CCn1cnc2sc(-c3ccccc3)cc2c1=O |
| ? | . | COC(=O)c1cc(Br)c(=O)n(CCC2=CCCCC2)c1 |
| 0% | -2 | CCOC(=O)CSc1nccc(N(C)C)c1C#N |
| ? | . | N/C(=N\OC(=O)c1cccnc1)c1ccc(Cl)cc1Cl |
| ? | . | Cn1c(CSCc2ccccc2)nnc1SCC(=O)Nc1nccs1 |
| ? | . | Cc1ccc2c(CC(=O)OCC(=O)N(CC(C)C)c3c(N)n(Cc4ccccc4)c(=O)[nH]c3=O)coc2c1 |
| i | . | c1ccc(CSc2snnc2-c2ccccc2)cc1 |
| -4% | 2 | COc1cc(C(=O)Nc2nnc(C3=COCCO3)o2)cc(OC)c1OC |
| ? | . | O=C(C1CC2CCC1C2)N1CCN(Cc2ccc3c(c2)OCO3)CC1 (stereo not given) |
| ? | . | Cc1ccc(C)c(NC(=S)N2CCC(NC(=O)c3ccco3)CC2)c1 |
| ? | . | O=S(=O)(Nc1cccc(C(F)(F)F)c1)c1cnc[nH]1 |
| ? | . | COc1cccc(Oc2ccc(N)cc2)c1 |
| ? | . | C/C(=N\O)C(=O)NCCCNCCCN(C)C |
| ? | . | CCOc1cc(C(=O)N(C)CC(=O)Nc2cccc(F)c2)ccc1OCC(=O)N1CCCCC1 |
| ? | . | S=C(Nc1ccc2snnc2c1)N1CCN(c2ccccn2)CC1 |
| ? | . | CC(=O)Nc1ccc(S(=O)(=O)N2CCCCC2c2cccnc2)cc1 (stereo not given) |
| ? | . | CCN(CC)C(=S)Nc1ccc(OC)cc1 |
| ? | . | COc1ccc(N(C(=O)c2snc(C(N)=O)c2N)C(C(=O)NC2CCCCC2)c2ccc(C)o2)cc1 (stereo not given) |
| ? | . | O=C(N/N=C/c1c(O)n(-c2ccccc2Cl)c(=O)c2ccccc12)c1cccnc1 |
| 5% | 0 | COc1cc(OC)c2c(O)c3c(c(-c4c5c(c(O)c6c(OC)cc(OC)cc46)CO[C@@H](C)[C@H]5O)c2c1)[C@H](O)[C@H](C)OC3 |
| ? | . | Cc1ccc2nc(-c3ccccn3)oc2c1 |
| 5% | -15 | COc1ccc(C(=O)Nc2cc(OC)cc(OC)c2)cc1 |
| ? | . | Cc1cc(C)c2nc(NC(=O)c3ccc(OCC4CCCO4)cc3)sc2c1 (stereo not given) |
| ? | . | O=C(O)C1(O)C[C@H](O)C(O)[C@@H](O)C1 (stereo not given in full) |
| -10% | -8 | COc1ccc2c(c1)-c1ccccc1S(=O)(=O)N2C(C)=O |
| ? | . | COc1cc2c(cc1OC)-c1nc3ccccc3c(=O)n1C(C)(C)C2 |
| ? | . | O=C(CSc1nc(-c2ccccc2)c(-c2ccccc2)[nH]1)Nc1ccc2c(c1)OCO2 |
| ? | . | CNc1nc(SCC(=O)Nc2ccccc2)nc(N2CCOCC2)n1 |
